Tb PYK inh = inhibitors of Trypanosoma brucei pyruvate kinase | Q57TT1 | TbPYK enzyme, Kinase-Glo Plus ATP luminescence, 45 min | Potency, µM (highest dose often 76.8 µM), inactives show at the highest dose activity, negative = inhibition, most hits filed as inhibitors | actives 0.12% (n = 410,000) | AID 624173; further: potency means the concentration at half of the fitted maximal effect; nearly all actives have a fitted effect of over 50% in size
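ADP (130 uM final) triggers the TbPYK reaction after compound addition; incubation is 45 min at room temperature. Kinase-Glo Plus is then added and luminescence imaged. Normalized data are fitted to concentration-effect curves.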
AMA1-RON2 inh = AMA1-RON2 (P. falciparum) interaction inhibition. AlphaScreen AMA1-biotinylated RON2 peptide binding. Potency, µM (top dose mostly 58.2 µM), for the others: top-dose activity change, negative = inhibition, actives largely listed as inhibitors. actives 0.2% (n = 360,000). AID 720542;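 further: potency means the concentration at half of the fitted maximal effect; 0% = vehicle wells and -100% = peptide control; nearly all actives have a fitted effect of over 45% in size; some results filed as inactive show a strong effect at the top dose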
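AMA1 (3D7) with his tag at 25 nM final met compounds first, then biotinylated RON2 peptide at 25 nM; detection used donor plus acceptor beads, 10 µg/mL apiece, read by AlphaScreen after 30 min at room temperature.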
AmpC inh detg = inhibitors of E. coli AmpC beta-lactamase with detergent | P00811 | AmpC hydrolysis of nitrocefin, absorbance 480 nm, 0.01% Triton | Potency, µM (highest dose often 114 µM), without a hit: at the top dose activity change, negative = inhibition, hits mostly inhibitors | actives 0.041% (n = 370,000);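 further: potency means the concentration at half of the fitted maximal effect; 0% = no-compound wells and -100% = no-enzyme wells; nearly all actives have a fitted effect of over 25% in size; some results filed as inactive show a strong effect at the top dose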
Target sequence (P00811 whole entry, looked up): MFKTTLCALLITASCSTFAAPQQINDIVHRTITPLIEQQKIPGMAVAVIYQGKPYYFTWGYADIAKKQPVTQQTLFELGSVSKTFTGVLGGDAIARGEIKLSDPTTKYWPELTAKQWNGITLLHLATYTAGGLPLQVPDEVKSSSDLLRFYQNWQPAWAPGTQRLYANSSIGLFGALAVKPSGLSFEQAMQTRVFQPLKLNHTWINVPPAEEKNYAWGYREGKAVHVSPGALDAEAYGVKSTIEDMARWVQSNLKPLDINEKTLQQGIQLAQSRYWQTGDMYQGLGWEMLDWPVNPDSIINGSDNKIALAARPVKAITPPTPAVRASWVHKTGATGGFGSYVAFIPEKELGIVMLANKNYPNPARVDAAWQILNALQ
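20 mM phosphate pH 7.0 + 0.01% (detergent screen) or 0.0001% Triton X-100; 5.3 nM AmpC reagent; cpd preinc 15 min RT; nitrocefin (800 uM stock) to start; A480 q20 s × 4 min; Activity was normalised to no-enzyme and no-compound control wells.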
AmpC inh no detg = AmpC beta-lactamase inhibition without detergent | P00811 | AmpC nitrocefin hydrolysis, absorbance 480 nm, 0.0001% Triton | Potency, µM (titrated, usually from 57.1 µM), for the others: at the highest dose activity change, negative = inhibition, hits mostly inhibitors | actives 0.52% (n = 330,000) | AID 485341;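 further: potency means the concentration at half of the fitted maximal effect; plate controls were no compound for no effect and no enzyme for full effect; nearly all actives have a fitted effect of over 20% in size; some results filed as inactive show a strong effect at the top dose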
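AmpC (5.3 nM in the dispensed reagent) in 20 mM phosphate pH 7.0 with 0.01% (detergent screen) or 0.0001% Triton X-100 was preincubated with compounds for 15 min at room temperature. Nitrocefin was then added from an 800 uM solution, and hydrolysis was followed at 480 nm.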
LmPK inh = blocks Leishmania mexicana pyruvate kinase activity. actives 0.37% (n = 290,000). Q27686. AID 1721. Potency, µM (highest dose often 57.5 µM), for the others: at the top dose activity change, negative = inhibition, actives largely listed as inhibitors. purified LmPK, Kinase-Glo ATP luminescence, 1 h; further: potency means the concentration at half of the fitted maximal effect
Target sequence (Q27686 whole entry, looked up): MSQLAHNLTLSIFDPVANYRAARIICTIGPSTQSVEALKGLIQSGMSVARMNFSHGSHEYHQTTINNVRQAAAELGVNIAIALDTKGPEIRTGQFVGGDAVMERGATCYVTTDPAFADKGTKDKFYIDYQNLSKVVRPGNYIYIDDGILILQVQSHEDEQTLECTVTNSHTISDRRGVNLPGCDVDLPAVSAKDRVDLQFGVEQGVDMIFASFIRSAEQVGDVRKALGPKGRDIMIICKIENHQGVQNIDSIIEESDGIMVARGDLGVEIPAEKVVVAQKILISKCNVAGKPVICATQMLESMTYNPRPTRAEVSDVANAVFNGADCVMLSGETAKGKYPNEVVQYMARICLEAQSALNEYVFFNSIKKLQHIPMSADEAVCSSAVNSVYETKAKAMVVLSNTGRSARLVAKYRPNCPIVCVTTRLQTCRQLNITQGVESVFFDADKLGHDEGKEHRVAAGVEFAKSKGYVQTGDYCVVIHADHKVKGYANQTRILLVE
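Purified LmPK (0.1 nM) with 0.5 mM PEP and 0.1 mM ADP in imidazole buffer pH 7.2 with MgCl2/KCl, 1 h at room temperature. ATP formed was read by luciferase luminescence and normalized to no-enzyme and uninhibited controls.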
Sm TGR inh = blocks Schistosoma mansoni thioredoxin glutathione reductase; purified TGR, DTNB reduction, TNB absorbance 405 nm; Potency, µM (highest dose often 114 µM), without a hit: at the highest dose activity change, negative = inhibition, most hits filed as inhibitors; actives 3% (n = 360,000); further: potency means the concentration at half of the fitted maximal effect; nearly all actives have a fitted effect of over 60% in size
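Kinetic colorimetric format: TGR-catalysed, NADPH-driven DTNB reduction monitored via TNB absorbance. Enzyme dispensed at 20 nM; compound exposure 15 min at room temperature before reaction start.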
HCMV inh = human cytomegalovirus inhibition; HFF cells, HCMV-luciferase reporter, 72 h; hits give low values; AID 1259415; actives 4.5% (n = 410,000); activity change, negative = inhibition, % at 57.5 µM; in the data active means activity change below about -60%; inconclusive means no clear call, values can overlap the other calls; inactive means above about -39%
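Compounds were evaluated in HFFs infected with an HCMV luciferase reporter virus (MOI 1 PFU/cell). Luciferase in lysates collected 72 h post infection served as the replication measure.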
Active calls of the source: *; ? = inconclusive; nt = not tested or not shown; & = joins results of further samples; [ ] = another dose, or the depositor's remark. Unless noted, the call rests on the fitted dose curve; in most records, active means well fitted curve in the direction sought with a large enough effect; inconclusive means small, poorly fitted or top-dose-only effect, or another doubt; inactive means no such curve, though single readings can be large; an effect the other way counts as inactive or inconclusive. Unless noted, on the % scale 0 is the no-effect control and ±100 the full control effect. This is a random part of the collection; about 7.4% have a hit in one of these screens.

SMILES	Tb PYK inh	AMA1-RON2 inh	AmpC inh detg	AmpC inh no detg	LmPK inh	Sm TGR inh	HCMV inh
COc1cc(C(CC(=O)Nc2ncccc2C)N2Cc3ccccc3C2=O)cc(OC)c1OC (centres undefined)	0%&3%	4%	2%&9%	27%	-5%	31%&3%	?
COc1ccc(OC)c(S(=O)(=O)NC(=O)C2(C)CCN2C(=O)CC2CCCC2)c1 (centres undefined)	1%	0%	nt	nt	nt	nt	5
Cc1cccc(OCc2nnc(SCc3cc(=O)[nH]c4ccccc34)n2-c2ccccc2)c1	-10%	-16%	-8%	21%	4%	5%	36
COc1ccc(-c2cc(C(F)(F)F)nc(N3CCN(Cc4ccccc4)CC3)n2)cc1OC	-10%	-3%	2%	39%	-5%	9%	11
Cc1nn(C(=O)N(C)C)c(C)c1CN1C(=O)c2ccccc2C1=O	-19%	7%	-2%	2%	1%	-13%	2
CC(C)NC(=O)CSc1nc(Cc2cccs2)nc2ccccc12	-2%	-4%	-2%	-13%	-4%	-25%	-81*
Cc1ccc(CCC(=O)Nc2ccc(S(N)(=O)=O)cc2)o1	-26%	-2%	-2%	-29%	-7%	14µM*	-5
CCCNC(=O)COC(=O)c1n[nH]c2ccccc12	3%	2%	4%	-11%	-1%	2%	-15
CCOc1ccc(-n2ccnc(SCC(=O)Nc3ccc(CC)cc3)c2=O)cc1	-18%	16%	?	-30%	nt	-13%	2
Cc1ccc(C)c(NC2=C(c3ccc(C(F)(F)F)cc3)C(=O)c3ccccc32)c1	-2%	nt	-1%	nt	nt	-7%	-9
Cc1cc2c(sc3ccccc32)c(C)n1	-3%	16%	2%	21%	-4%	-2%	-9
Cc1ccc(-c2nc(Nc3ccc(N4CCOCC4)cc3)c3ccccc3n2)cc1	-2%	?	-5%	49%	2%	-6%	-19
COc1nc(C)c2cc(C)oc2n1	-7%	-7%	-1%	-14%	-4%	-9%	-28
CCOc1ccc(S(=O)(=O)N2CCC(C(=O)N3CCOCC3)CC2)cc1C	0%	2%	?	105%[activator]	-4%	7%	-32
CCn1nc(C(=O)OCC(=O)c2ccc3c(c2)OCCO3)c2ccccc2c1=O	-1%	-6%	?	15%	6%	7%	40
CN(C[C@H](Cc1ccccc1)N(C[C@@H](CC1CCCCC1)N(CCc1ccccc1)N=O)N=O)N=O	0%	-6%	-6%	96%[activator]	7%	-32%	-8
CC1(C(=O)NS(=O)(=O)c2ccc(Cl)cc2)CCN1C(=O)Cc1ccccc1Cl (centres undefined)	-5%	1%	nt	nt	nt	nt	2
Cc1ccc(C=Nc2cccnc2N)cc1	-4%	9%	0%	-3%	-10%	-6%	nt
COc1cc(CN2CCCC(C(=O)N3CCc4ccccc4C3)C2)cc(OC)c1OC (centres undefined)	38%[activator]	?	-13%	25%	-2%	-7%	-33
COc1cccc(C2NC(=O)CCC2[N+](=O)[O-])c1OC (centres undefined)	-1%	-4%	3%	-2%	-5%	2%	-34
CC1CCCC(C)N1CCCNC(=O)CN1C(=O)COc2ccc(S(=O)(=O)N3CCOCC3)cc21 (centres undefined)	0%	-5%	-7%	-2%	2%	9%	-7
O=C1c2ccccc2-c2cccnc21	1%	2%	-13%	-5%	0%	5%	-104*
O=S(=O)(c1ccc(F)cc1)N1CCCC(CO)C1 (centres undefined)	5%	0%	-4%	-18%	6%	7%	2
Cc1ccc(OCC(=O)NCC2(N3CCOCC3)CCCCC2)cc1C	3%	nt	0%	nt	nt	-3%	-60*
COc1ccc(NC2=NCC(=O)N2c2ccccc2F)c(OC)c1	3%	5%	?	-12%	1%	-24%	28

Profiles, quoted from the list. Screens in order: Tb PYK inh, AMA1-RON2 inh, AmpC inh detg, AmpC inh no detg, LmPK inh, Sm TGR inh, HCMV inh
`Cc1ccc(C)c(NC2=C(c3ccc(C(F)(F)F)cc3)C(=O)c3ccccc32)c1` reads -2%, nt, -1%, nt, nt, -7%, -9
`COc1ccc(-c2cc(C(F)(F)F)nc(N3CCN(Cc4ccccc4)CC3)n2)cc1OC` reads -10%, -3%, 2%, 39%, -5%, 9%, 11
`CN(C[C@H](Cc1ccccc1)N(C[C@@H](CC1CCCCC1)N(CCc1ccccc1)N=O)N=O)N=O` reads 0%, -6%, -6%, 96%[activator], 7%, -32%, -8

Next structures:
SMILES	Tb PYK inh	AMA1-RON2 inh	AmpC inh detg	AmpC inh no detg	LmPK inh	Sm TGR inh	HCMV inh
Cc1ccc(CN(C(=O)c2cc(=O)c3cc(Cl)c(C)cc3o2)C2CCS(=O)(=O)C2)cc1 (centres undefined)	-4%	9%	-13%	141%[activator]	2%	7%	13
CN(C)c1nc(Oc2ccc(N)cc2)nc(N(C)C)n1	1%	-4%	1%	3%	1%	-4%	12
CC(C)CNc1oc(-c2ccc(F)cc2)nc1C#N	-3%	-3%	-11%	-21%	5%	-3%	-3
CCOC(=O)CNC(=O)C1(c2ccccc2)CCCC1	3%	21%	1%	-9%	5%	-2%	-13
Cn1c(SCC(=O)N2CCc3ccccc3C2)nnc1-c1cccs1	10%	8%	0%	nt	-3%	-4%	21
Cc1ccc(-n2ccnc(NCCc3ccccc3)c2=O)cc1C	1%	nt	-4%	nt	nt	0%	40
Cc1ccc(NC(=S)N2CCN(S(=O)(=O)c3c(F)cccc3F)CC2)cc1C	5%	-1%	0%	-19%	-2%	5%	29
Cc1ccc(C(=O)N/C(=C\c2ccco2)C(=O)NCc2cccnc2)cc1	-1%	5%	5%	0%	-1%	-6%	-2
Clc1ccc(-n2nnnc2-c2ccno2)cc1	-6%	-5%	-9%	-10%	3%	13%	32
COc1ccc(C2CC(=O)Nc3c2c(C)nn3-c2nc(C)cc(C)n2)c(OC)c1OC (centres undefined)	0%	nt	-8%	nt	nt	-1%	-11
Cc1ccc(CNC(=O)c2ccc(NC(=O)CCS(=O)(=O)c3cccs3)cc2)cc1	3%	-7%	-11%	-8%	-1%	-3%	-39
CCn1cc(C(=O)N[C@@H](CCSC)C(=O)NCCCOC)c(=O)c2cc3c(cc21)OCO3	0%	6%	-7%	4%	0%	4%	56
COc1ccc(CCNC(=O)C2CCN(C(=O)c3ccc(F)cc3)CC2)cc1	0%	27%	-7%	32%	-5%	3%	0
Cc1cc2c(c(=O)n1Cc1ccccn1)C(C(C)C)C(C#N)=C(N)O2 (centres undefined)	-2%	-8%	-7%	-3%	0%	-20%	48
O=[N+]([O-])c1ccc(O)c(C=Nc2ccc3c(c2)OCO3)c1	-11%	-6%	-2%	-20%	1%	0%	147
COc1ccccc1NC(=O)NC1CCCCCCC1	1%	-4%	-5%	63%[activator]	-4%	2%	?
CN(CCOc1ccc(-c2ccn(S(=O)(=O)c3c(Cl)cccc3Cl)n2)cc1)c1ccccn1	-7%	-2%	-23%	-17%	0%	3%	6
CC(C)NC(=O)Cn1c(=O)nc(-c2ccccc2F)c2cc(Cl)ccc21	-2%	nt	-4%	nt	nt	1%	4
O=C(O/N=C1/CCCc2occc21)c1ccc(F)cc1	-19%	0%	-1%	-10%	?	11%	?
CCOC(=O)C1CCN(C(=O)CCc2ccc(S(=O)(=O)NCC(C)C)cc2)CC1	0%	4%	-4%	46%	0%	1%	-38
Cc1oc2c(cc(NS(=O)(=O)c3ccc(Cl)cc3)c3ccccc32)c1C(=O)O	8%	-3%	-14%	-40%	2%	?	53
COc1ccc(S(=O)(=O)Cc2ccc(C(=O)N3CCN(c4ccc(Cl)cc4)CC3)o2)cc1	-1%	-16%	-13%	63%[activator]	2%	-1%	?
Cc1ccc(C)c(C(=O)CN2C(=O)CCC2=O)c1	-12%	2%	-13%	-28%	2%	0%	-19
Cc1ncoc1C(=O)Nc1ncc([N+](=O)[O-])s1	?	-1%	-10%	-46%	?	-10%	-30
COc1ccc(S(=O)(=O)Nc2nc3ccccc3nc2Nc2ccc3c(c2)OCO3)cc1	nt	nt	-11%	-10%	7%	?	nt
Additional records:
SMILES	Tb PYK inh	AMA1-RON2 inh	AmpC inh detg	AmpC inh no detg	LmPK inh	Sm TGR inh	HCMV inh
COc1ccc(CNC(=O)c2cccc(NC(=O)c3ccccc3)c2)cc1	1%	-16%	-3%	-40%	0%	-5%[57.1 µM]	-11
CCn1c(SCC(=O)Nc2ccc(NC(C)=O)cc2)nc2c1c(=O)n(C)c(=O)n2C	-1%	10%	-6%	-3%	-13%	-4%	32
COCCNC(=O)C(=O)Nc1ccc(Cl)cc1C	-1%	-23%	6%	-5%	2%	4%	9
O=C(CSc1nc2c([nH]c3ccccc32)c(=O)n1-c1ccc(Cl)cc1)N1CCc2ccccc21	-2%	nt	2%	nt	nt	-6%	9
COc1ccc(OCC(=O)N2CCOCC2)cc1	0%	-2%	?	-14%	-3%	8%	33
CCOC(=O)/C(C#N)=C/Nc1ccsc1C(C)=O	1%	11%	-7%	-13%	1%	17%	27
Cc1cccc(Oc2nc3c(C)cccn3c(=O)c2/C=C(\C#N)c2nc3ccccc3s2)c1	-26%	nt	19%	nt	nt	-3%	-3
COc1cccc(CN(C)C(=O)c2cccc(S(=O)(=O)Nc3cccc(C)c3)c2)c1OC	2%	-11%	nt	nt	nt	nt	-34
Cc1cc(OCC(O)CN(CCO)CCO)ccc1Cl (centres undefined)	2%	-1%	-5%	1%	3%	0%	4
CCCSc1ncc(Cl)c(C(=O)Nc2sc3c(c2C(=O)NCCOC)CCCC3)n1	0%	nt	-3%	nt	nt	-2%	-24
CCNc1nc(OC)nc(N(OC)S(=O)(=O)c2ccc(C)cc2)n1	1%	-6%	-12%	-9%	1%	-5%	25
O=C(NCc1ccccc1Cl)c1ccc2c(=O)n(CCCN3CCCC3=O)c(=S)[nH]c2c1	-18%	68%[activator]	-8%	-11%	5%	-21%	34
CC(C)C(C(=O)Nc1ccc2c(c1)OCCOCCOCCOCCO2)N1C(=O)c2ccccc2C1=O (centres undefined)	3%	-7%	6%	79%[activator]	-4%	3%	7
CCCCCNC(=O)CCn1c(=O)[nH]c2ccccc2c1=O	-3%	nt	4%	nt	nt	-4%	-31
O=C(Nc1ccc(F)cc1)c1cccn1-c1nnc(N2CCCCC2)s1	-4%[15.4 µM]	nt	2%	nt	nt	-5%	0
Cc1cccn2c(Nc3ccccc3)c(-c3ccccn3)nc12	-1%	3%	10%	20%	2%	13%	-66*
CC(C)C(=O)OCCN=C1NS(=O)(=O)c2ccccc21	0%	-2%	3%	-10%	0%	1%	4
